# CR mimetic SO = lowers age-related superoxide in aged yeast cells; S. cerevisiae aged cells, superoxide DHE fluorescence; hits give low values; AID 2690; superoxide response (% of plate mean), % at 10 µM; hit rate 0.18% among 330,000;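 active = superoxide response under a set limit, about three screen SD below normal, cut at about 65% in these data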;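 also: yeast aged for seven days with compound at 30 °C before DHE staining; 100% = average MFI of all compound-treated wells on the plate with controls excluded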
# AGP1-GFP MLPCN = alters AGP1-GFP fluorescence in TOR pathway yeast screen; S. cerevisiae AGP1-GFP multiplex flow cytometry, 3 h; GFP as percent of DMSO wells; GFP response vs DMSO, % at 10 µM; hit rate 0.02% among 320,000;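 active = GFP response relative to DMSO above a set limit, near screen average plus 3 SD, cut at about 150% in these data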;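 also: median GFP channel fluorescence of the gated AGP1 strain per well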
# GRK2 aptamer HTS = blocks RNA aptamer binding to human GRK2; bead flow cytometry, FAM-aptamer displacement from GRK2; P25098; hit rate 0.59% among 330,000; inhibition of aptamer binding, % at 10 µM;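 active = inhibition of aptamer binding above 40%, roughly 3 SD of noise, on plates passing a quality check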;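 also: median bead fluorescence of bound FAM aptamer so fluorescent compounds give negative values; no value below 0 was filed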
# MCL1-BIM inh = inhibitors of human MCL1 binding to BIM-BH3 peptide; Q07820; inhibition, % at 10.9 µM; hit rate 0.68% among 320,000; GST-MCL1 / FITC-Bim-BH3 fluorescence polarization;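 active = inhibition above the mean inhibition of all tested compounds plus 3 SD, set per campaign, cut at about 40% in these data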;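 also: 0% = DMSO wells and 100% = unlabeled Bim-BH3 peptide control; higher means more loss of mP so more displacement of Bim peptide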
# GLD-1 RNA inh = GLD-1-TGE RNA interaction inhibition (C. elegans); purified GLD-1 + fluorescein TGE RNA, fluorescence polarization; inhibition, % at 5.96 µM; hit rate 0.44% among 320,000; AID 2280;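 active = percent inhibition above a per-plate cutoff, the plate mean of test compounds plus 3 SD, cut at about 30% in these data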;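 also: 0% = DMSO wells with GLD-1 and probe and 100% = wells lacking GLD-1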
# Target sequence (Q17339 whole entry, looked up): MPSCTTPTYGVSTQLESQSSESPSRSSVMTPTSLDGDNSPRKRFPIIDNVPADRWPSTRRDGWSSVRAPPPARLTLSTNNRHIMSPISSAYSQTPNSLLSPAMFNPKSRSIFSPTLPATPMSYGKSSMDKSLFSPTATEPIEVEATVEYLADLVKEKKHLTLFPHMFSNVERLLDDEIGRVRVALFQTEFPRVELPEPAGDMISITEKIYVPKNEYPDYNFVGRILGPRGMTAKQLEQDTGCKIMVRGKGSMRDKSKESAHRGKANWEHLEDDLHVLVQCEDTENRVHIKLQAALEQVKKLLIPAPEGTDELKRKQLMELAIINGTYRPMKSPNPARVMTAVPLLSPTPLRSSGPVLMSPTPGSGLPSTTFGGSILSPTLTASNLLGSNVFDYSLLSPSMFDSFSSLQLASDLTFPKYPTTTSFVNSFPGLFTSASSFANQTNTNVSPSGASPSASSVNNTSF
# Bcl-xL primary = blocks human Bcl-xL binding to Bim BH3 peptide | inhibition, % at 10.9 µM | hit rate 0.7% among 320,000 | GST-Bcl-xL / FITC-Bim BH3 peptide fluorescence polarization | AID 2129 | Q07817;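 active = inhibition above the mean of all tested compounds plus 3 SD, cutoff set per campaign, cut at about 30% in these data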;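 also: 0% = DMSO wells and 100% = unlabeled Bim-BH3 peptide competitor; inhibitors lower millipolarization by displacing the labeled peptide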
# Target sequence (Q07817 whole entry, looked up): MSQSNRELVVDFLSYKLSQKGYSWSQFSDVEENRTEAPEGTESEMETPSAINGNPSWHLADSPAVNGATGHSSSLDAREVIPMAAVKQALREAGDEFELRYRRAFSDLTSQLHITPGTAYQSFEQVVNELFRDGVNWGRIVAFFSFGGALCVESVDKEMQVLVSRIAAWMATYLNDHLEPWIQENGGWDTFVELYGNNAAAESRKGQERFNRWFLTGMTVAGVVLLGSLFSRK
# VLA-4 inh = inhibition in a human VLA-4 binding assay; VLA-4 expressing cells, ligand binding flow cytometry; inhibition, % (about 7 µM as worked out from the volumes in the protocol); hit rate 0.2% among 330,000; in the data active = inhibition above about 50%
# MEX-5 binding = C. elegans MEX-5 TCR-2 RNA binding activity. Q9XUB2. hit rate 0.38% among 300,000. MEX-5/FITC-TCR2 RNA binding, fluorescence polarization; hits give low values. activity score (negative = inhibition of binding), % at 10 µM;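 active = inhibition past about -25% in most replicates, and total fluorescence under double the plate's negative control median, limit read from the data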;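 also: 0% = DMSO and -100% = 5 µM competing unlabeled TCR2 RNA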
# CIT2 TOR yeast = alters CIT2-GFP fluorescence in TOR pathway yeast screen | S. cerevisiae CIT2-GFP strain, flow cytometry, 3 h; 100 means same as DMSO wells | GFP response vs DMSO, % at 10 µM | hit rate 0.065% among 320,000 | AID 2029;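 active = GFP response relative to DMSO above a set limit, near the screen mean plus 3 SD, cut at about 150% in these data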;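 also: ratio of well median GFP fluorescence to mean of DMSO wells on the plate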
# * = called active by the depositor; x = no result given. Random draw from the library. Share with any hit: about 2.1%.
Compound,CR mimetic SO,AGP1-GFP MLPCN,GRK2 aptamer HTS,MCL1-BIM inh,GLD-1 RNA inh,Bcl-xL primary,VLA-4 inh,MEX-5 binding,CIT2 TOR yeast
Cc1ccc(C)c(-n2nnnc2SCC(=O)Nc2c(C)n(C)n(-c3ccccc3)c2=O)c1,103,116,4,1,1,3,14,-0.1,119
CCOc1ccc(NC(=S)N(CCOC)C2CCN(C(C)C)CC2)cc1,95,100,0,-2,-4,-1,-8,-0.7,102
O=C(CN1CC[C@@]2(O)CCCC[C@H]2[C@@H]1c1ccc(F)cc1)NCc1ccco1,104,105,0,16,0,13,-3,2.7,111
O=[N+]([O-])c1ccccc1S(=O)(=O)NCCSc1ccccc1,104,95,1,16,12,6,13,-1.1,104
CCCC(=O)N(Cc1cc(=O)[nH]c2ccccc12)c1ccccc1C,97,102,0,8,-2,5,1,1.1,98
CCCNC(=O)CN1C(=O)NC(c2ccccc2)(c2ccccc2)C1=O,105,105,1,1,-1,7,-15,-0.6,103
CCCCN(C)CCCNC(=O)c1cn(C)c2ccc(S(=O)(=O)N(C)C3CCCCC3)cc2c1=O,97,102,0,-5,-10,11,-13,-0.7,103
N=C1C(=O)OCC1c1ccccc1NC(=O)CN1CCOCC1 (centres undefined),112,99,0,14,-4,4,11,-0.1,120
Cc1ccc(C)c(NC(=S)NCc2ccc3[nH]c4c(c3c2)CCCC4)c1,112,106,0,15,59*,55*,-3,1.0,96
C=CCOc1ccc(C=Nc2ccc(Cl)cc2)c(O)c1,97,98,0,-4,3,0,12,1.4,101
CCOc1ccc(Nc2nc3c(c(=O)[nH]2)CCC3)cc1,100,101,0,3,-5,4,-51,0.4,101
O=c1cc(-c2ccccc2)[nH]n1-c1nc2ccccc2[nH]1,96,85,0,2,-3,1,-4,1.1,114
COC(=O)NNC(=O)c1cccc(C)c1,96,94,0,4,3,1,11,1.5,98
CCOC(=O)N1CCN(c2nc(C)c3c(n2)CCCC3=O)CC1,98,101,2,7,-3,-5,19,1.9,89
C=CCc1ccc(OCCCCOc2ccc(C(=O)O)cc2)c(OC)c1,101,95,0,0,3,7,14,1.8,91
O=C(NNc1nc2ccccc2s1)C1CC1,86,92,3,-14,7,-4,-2,-2.1,100
C=CCn1c(SCc2ccc(C#N)cc2)nnc1-c1ccccc1,93,97,2,-2,4,-2,3,0.8,102
CCC(=O)N1CC2(CC(c3cccc([N+](=O)[O-])c3)=NO2)C[C@H]1C(=O)NCC(N)=O (some centres undefined),104,76,2,2,8,3,10,-0.2,73
COc1cc(C(=O)N[C@H](C(=O)Nc2nnc(C3CC3)s2)C(C)C)cc(OC)c1OC,101,100,0,0,-2,2,1,-0.5,88
Cc1occc1C(=O)N1CCCC(Nc2ccc(F)c(F)c2)C1 (centres undefined),108,107,3,5,0,5,16,0.9,100
COc1ccc(C(O)(C(=O)NNc2ccc(C)cc2)c2cccs2)cc1 (centres undefined),100,x,0,-1,5,6,3,0.3,94
Cc1c(C)n(CCCN(C)C)c2ncnc(NC3CCCCC3)c12,102,107,0,15,-4,8,-4,-3.6,112
CC(=O)N1CCN=C1SCc1cccc(C(F)(F)F)c1,111,87,1,7,2,7,-3,0.8,87
CC(=O)COc1ncnc2c(Cl)cc(Cl)cc12,96,97,0,1,5,4,4,1.8,97
O/N=C1/CCSc2ccccc21,92,95,0,6,10,6,-5,-0.1,107
CCOc1ccccc1NC(=O)C(OC(=O)c1ccc(N(C)C)cc1)c1ccccc1 (centres undefined),93,113,0,-10,7,-3,-7,3.1,103
CC(=O)Nc1ccc(NC(=O)CSc2ccc3nnc(-c4cccnc4)n3n2)cc1,115,115,3,8,0,12,8,-11,97
CCc1nc(C)cc2c1sc1ccccc12,101,104,2,-21,-14,-14,3,-2.5,101
O=C(c1c(F)cccc1F)N1CCN=C1SCc1ccccc1,111,94,0,-6,-1,1,2,0.6,88
Clc1ccc2c(c1)Nc1ccccc1CC2,83,102,0,0,2,6,2,-1.6,95

# (listing goes on)
Compound,CR mimetic SO,AGP1-GFP MLPCN,GRK2 aptamer HTS,MCL1-BIM inh,GLD-1 RNA inh,Bcl-xL primary,VLA-4 inh,MEX-5 binding,CIT2 TOR yeast
CC(NC(=O)C1CCC(CNS(=O)(=O)c2ccccc2)CC1)c1ccccc1 (centres undefined),128,124,2,-2,0,-2,13,1.0,122
Cc1cc(C)c2nc(Cl)c(Cl)nc2c1,84,103,4,-1,-7,8,10,-0.4,122
Cc1nc2cc(NS(=O)(=O)c3ccc(Br)cc3)ccc2n1C,103,103,0,-1,6,5,0,0.9,102
CCC(c1nnc(SCC(=O)NC23CC4CC(CC(C4)C2)C3)o1)N(C)C (centres undefined),88,107,0,8,12,4,9,x,107
C=CCc1ccccc1OCC(=O)NNC(=S)NCc1ccccc1,97,98,0,0,11,1,3,2.3,91
CN(C(=O)c1ccccc1C(=O)OCC(=O)Nc1ccc(S(N)(=O)=O)cc1)c1ccccc1,97,91,2,4,6,4,-8,0.8,91
NC(N)=Nc1nc2ccc([N+](=O)[O-])cc2[nH]1,109,102,0,7,1,6,4,-4.5,104
Cc1ccc(/C=C(\C#N)C(=O)Nc2c(C)cccc2C)s1,101,100,2,-42,-32,-29,-85,-46*,95
CN(C(=O)CN1C(=O)S/C(=C\c2ccccc2Cl)C1=O)C1CCS(=O)(=O)C1 (centres undefined),98,107,4,10,-2,2,13,2.8,108
O=C(CSc1nnc(-c2ccco2)o1)NC1CCCCCC1,98,99,0,9,13,2,7,-0.6,98
C/C(N)=C(/C#N)C(=O)CSc1nncn1-c1ccccc1,99,100,0,-3,10,4,3,-2.0,105
Cn1c(=O)c(C(=O)COC(=O)c2cc(-c3ccco3)nc3ccccc23)c(N)n(CC2CC2)c1=O,110,94,4,44*,12,27,-21,-11,93
CCc1cc(Cn2nc(-c3ccccc3)cc2C(=O)NCCOC)on1,93,87,0,2,10,-3,20,1.1,89
O=C(NNc1nc2c(F)cc(F)cc2s1)c1ccccc1,114,102,0,-7,10,-6,41,-3.2,96
Cc1cc(S(=O)(=O)c2cc3ccc(O)c(C)c3oc2=O)ccc1F,92,100,0,34,23,41*,2,1.0,106
CCN(C(=O)CN1C(=O)/C(=C/c2ccccc2)SC1=S)C1CCS(=O)(=O)C1 (centres undefined),84,106,1,9,0,2,6,-2.9,107
COCCN(C(=O)COC(=O)CNC(=O)c1cccs1)c1c(N)n(Cc2ccccc2)c(=O)[nH]c1=O,98,100,0,-19,-5,-16,-2,-1.6,99
CC1(C)C(=O)Nc2ccccc2N1C(=O)COc1ccc(C#N)cc1,105,95,5,x,-1,x,-5,x,86
O=C(CSc1oc(-c2ccco2)nc1S(=O)(=O)c1ccc(F)cc1)NCC1CCCO1 (centres undefined),111,84,4,4,0,5,-2,-0.4,76
CCOc1ccc(NC(=O)c2cc3c(=O)n(C)c4ccccc4c3n2C)cc1,110,99,4,-2,1,4,-14,0.3,94
CCCCNC(=O)c1cc2ccccc2s1,98,96,0,-1,-3,-2,4,2.1,101
O=C1C(=O)N(CCCn2ccnc2)C(c2cccc(Br)c2)/C1=C(\O)c1ccc2c(c1)OCCO2 (centres undefined),122,103,1,9,1,4,6,6.9,100
O=C(CCN1CCN(c2ccccc2F)CC1)Nc1ccc2c(c1)OCO2,91,111,1,-2,6,-4,3,0.2,104
COc1cccc(-c2nc(CS(=O)(=O)CC(=O)Nc3ccc(C(C)=O)cc3)c(C)o2)c1,113,102,0,0,-3,-2,8,-8.9,110
O=C(Cc1ccc(-n2cccc2)cc1)NC1CCCCCC1,136,92,4,4,9,2,9,-2.2,97
O=C(NC1CCN(C(=O)Nc2ccccc2Cl)CC1)c1ccco1,98,103,1,4,3,10,-21,3.0,105
COc1ccc(N=c2cc(-c3ccc(O)cc3)oc3ccccc23)cc1,105,102,0,-4,-18,1,9,2.8,101
CCCC[C@@H]1CCCO[C@@](C(=O)NCc2ccccn2)(C(F)(F)F)C1,102,87,2,9,-1,5,14,3.1,79
CC(c1ccccc1)N1C(=O)CC(Sc2ncccc2C(=O)O)C1=O (centres undefined),100,103,0,-6,-1,-1,13,-2.0,102
CCC(C)c1ccccc1N1CC(C(=O)NCCCn2nc(C)cc2C)CC1=O (centres undefined),98,98,0,-8,3,-3,-2,x,99
O=C(O)/C(CC(=O)c1ccc(Cl)cc1)=N/Nc1ccc([N+](=O)[O-])cc1[N+](=O)[O-],87,104,0,13,1,17,1,-7.4,101

# Grouped by structure, the compounds so far containing an NH in an aromatic ring (six)
Compound,CR mimetic SO,AGP1-GFP MLPCN,GRK2 aptamer HTS,MCL1-BIM inh,GLD-1 RNA inh,Bcl-xL primary,VLA-4 inh,MEX-5 binding,CIT2 TOR yeast
CCCC(=O)N(Cc1cc(=O)[nH]c2ccccc12)c1ccccc1C,97,102,0,8,-2,5,1,1.1,98
Cc1ccc(C)c(NC(=S)NCc2ccc3[nH]c4c(c3c2)CCCC4)c1,112,106,0,15,59*,55*,-3,1.0,96
CCOc1ccc(Nc2nc3c(c(=O)[nH]2)CCC3)cc1,100,101,0,3,-5,4,-51,0.4,101
O=c1cc(-c2ccccc2)[nH]n1-c1nc2ccccc2[nH]1,96,85,0,2,-3,1,-4,1.1,114
NC(N)=Nc1nc2ccc([N+](=O)[O-])cc2[nH]1,109,102,0,7,1,6,4,-4.5,104
COCCN(C(=O)COC(=O)CNC(=O)c1cccs1)c1c(N)n(Cc2ccccc2)c(=O)[nH]c1=O,98,100,0,-19,-5,-16,-2,-1.6,99

# 5 compounds from above, arranged by length of the SMILES, high to low:
Compound,CR mimetic SO,AGP1-GFP MLPCN,GRK2 aptamer HTS,MCL1-BIM inh,GLD-1 RNA inh,Bcl-xL primary,VLA-4 inh,MEX-5 binding,CIT2 TOR yeast
O=C(O)/C(CC(=O)c1ccc(Cl)cc1)=N/Nc1ccc([N+](=O)[O-])cc1[N+](=O)[O-],87,104,0,13,1,17,1,-7.4,101
CN(C(=O)c1ccccc1C(=O)OCC(=O)Nc1ccc(S(N)(=O)=O)cc1)c1ccccc1,97,91,2,4,6,4,-8,0.8,91
C/C(N)=C(/C#N)C(=O)CSc1nncn1-c1ccccc1,99,100,0,-3,10,4,3,-2.0,105
C=CCc1ccccc1OCC(=O)NNC(=S)NCc1ccccc1,97,98,0,0,11,1,3,2.3,91
Cc1cc(C)c2nc(Cl)c(Cl)nc2c1,84,103,4,-1,-7,8,10,-0.4,122

# High-throughput results: PubChem, several laboratories
